# TbPYK inhibitor – inhibitors of Trypanosoma brucei pyruvate kinase | TbPYK enzyme, Kinase-Glo Plus ATP luminescence, 45 min | Potency, µM (highest dose often 76.8 µM), for inactives: at the highest dose activity, negative = inhibition, hits mostly inhibitors | hit rate 0.12% among 410,000; active = well fitted inhibition curve with a large enough effect; inconclusive = small, poorly fitted or top-dose-only effect; note: nearly all actives have a fitted effect of over 50% in size
#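 In this concentration-response screen, enzyme-free wells defined baseline while DMSO plates tracked drift. Each reaction combined TbPYK, substrate, compound and 130 uM ADP for 45 min at room temperature. Kinase-Glo Plus luminescence gave the signal.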
# * hit, by the source's call; ? = inconclusive; & = joins results of further samples; [ ] = dose if it differs, or a comment. % is set by controls: 0 for no effect and ±100 for the full control effect; potency is the fitted concentration of half-maximal effect. These rows are one share of the data, so the mix of outcomes need not match the whole.
mol,TbPYK inhibitor
CCOC(=O)c1c(C)c(-c2ccccc2)n(CC(=O)NC2CCCCCC2)c1C,0%
COc1ccc(-c2c3c(=O)n(C)c(=O)n(C)c3c3n2-c2ccccc2NC3c2ccc(O)cc2O)cc1 (stereo unspecified),-3%
Cc1cc2c(cc1NS(=O)(=O)c1ccc(Br)cc1)n(C)c(=O)c(=O)n2C,4%
O=C(Nc1ccccc1[N+](=O)[O-])c1csnn1,-10%
CCc1ccccc1-n1nnc(-c2nsc(NC(=O)c3ccc(C)c(C)c3)n2)c1C,-2%
Cc1ccc(Cl)cc1NC(=O)CSc1nc2c(c(=O)[nH]1)CN(Cc1ccccc1)CC2,6%
Cc1cc(C)n(CCc2nc3c4ccccc4nc(N4CCN(c5cccc(C)c5C)CC4)n3n2)n1,4%
COc1ccc(CCNC(=O)c2cc3ccc(Cl)cc3nc2N)cc1,7%
CCOC(=O)C1CCCN(C(=O)Cn2ncc3c4ccccc4n(Cc4ccc(F)cc4)c3c2=O)C1 (stereo unspecified),1%
CNC(=O)C1(C)Cc2c(-c3ccc(NC(C)=O)cc3)ccnc2O1 (stereo unspecified),5%
Cc1ccc(N(C)S(=O)(=O)c2ccc3c(c2)C(C)(C)C(=O)N3C)cc1C,-1%
O=S(=O)(Nc1cc(F)ccc1F)c1ccc2[nH]c3c(c2c1)CCCCC3,0%
COc1cccc(N2CCN(C(=O)c3nc(-c4ccc(Cl)cc4)n4c3CCCCC4)CC2)c1,1%
CCOC(=O)c1c(NC(=O)COc2ccc(F)cc2)sc2c1CCC(C)C2 (stereo unspecified),-12%
COc1ccc(CNC(=O)Nc2nc(C(N)CCc3ccccc3)cs2)cc1 (stereo unspecified),8%
CC(=O)Nc1ccccc1-c1cccc2nccn12,2%
COc1ccc2c(CNCc3ccco3)c(C(=O)O)n(Cc3ccccc3)c2c1,-9%
O=C(Cn1c(-c2cccs2)cc2cc(F)ccc21)NCCc1ccc(Cl)cc1,-3%
COc1ccc(OC)c(-n2cnc3cc(C(=O)NCCc4ccccc4)ccc32)c1,0%
CC(C)C[C@@H](COCc1ccc(Cl)cc1)N1CCN(C(=O)c2ccc(C(F)(F)F)cc2)CCC1=O,-3%
Cc1ccc2nc(-c3cccc(Br)c3)c(Cc3cccc(Cl)c3)n2c1,-1%
CC(C)CN1CCC2(CC1)CCN(C(=O)c1ccncc1)CC2,0%
C[C@@H]1CN([C@@H](C)CO)S(=O)(=O)c2ccc(Br)cc2O[C@@H]1CN(C)C(=O)NC1CCCCC1,2%
CCOc1ccccc1C1CC(=O)NC(C)=C1C(=O)OCc1ccc(C)cc1 (stereo unspecified),1%
C[C@@H]1CN([C@H](C)CO)C(=O)c2cc(Br)cnc2O[C@@H]1CN(C)C(=O)C1CCOCC1,3%

# Retrieved by structure from the entries so far:
mol,TbPYK inhibitor
Cc1cc2c(cc1NS(=O)(=O)c1ccc(Br)cc1)n(C)c(=O)c(=O)n2C,4%
COc1ccc2c(CNCc3ccco3)c(C(=O)O)n(Cc3ccccc3)c2c1,-9%

# (more compounds)
mol,TbPYK inhibitor
CC1(C(=O)NCCc2ccccc2)Cc2c(-c3ccc(C(N)=O)cc3)ccnc2O1 (stereo unspecified),3%
CCCCN(C=O)c1c(CC)nc2c(OCc3cccc(Cl)c3)cccn12,4%
COc1ccc(CNC(=O)c2ccc(-c3nc(CSc4ccc(C)cc4)c(C)o3)cc2)cc1OC,-2%
CCC(C(=O)Nc1cc(C)ccc1OC)n1nnc(C(=O)OC)c1C(=O)OC (stereo unspecified),4%
O=C(NCc1ccccc1)c1ccc2c(c1)CCN2S(=O)(=O)c1ccccc1,8%
CCOC(=O)c1cccc(NC(=O)C2=C(C)C(=O)OC23CCCCC3)c1,4%
Cc1cc(C)c2oc(-c3cccc(NC(=O)c4cc5ccccc5o4)c3)nc2c1,0%
CCc1ccc(CNC(=O)c2ccc3c(c2)nc2n3CCCCC2)cc1,-1%
Cc1ccc(NC(=O)c2cc3c(=O)[nH]c4ccccc4c3n2C)cc1F,1%
CCN(c1cc(C)cc(C)c1)S(=O)(=O)c1nnc(NC(=O)c2ccccc2C)s1,6%
COC(=O)c1cccc(CN2C(=O)C(C)Sc3ccc(C(C)=O)cc32)c1 (stereo unspecified),0%
Nn1c(SCC(=O)N2CCCC2)nnc1C1CCCCC1,-1%
CCOc1ccc(S(=O)(=O)Nc2ccc3oc(C)c(C(=O)OC(C)C)c3c2)cc1,3%
Cc1ccc(-c2nnc(SCC(=O)NC(C)(C)C)nc2-c2ccc(C)cc2)cc1,-11%
COc1ccc(CN(C(=O)Cc2coc3ccc(C)cc23)C2CCS(=O)(=O)C2)cc1 (stereo unspecified),-6%
O=C(NCCCN1CCOCC1)/C(=C/c1ccc(-c2cccc([N+](=O)[O-])c2)o1)NC(=O)c1ccccc1,2%
Cc1ccc(S(=O)(=O)c2nc(S(=O)(=O)c3ccc(C)cc3)c(NCCCOC(C)C)s2)cc1,-3%
CCOc1ccc(OCC)c(Nc2nc3ccc(C(=O)c4ccccc4)cc3n3cnnc23)c1,3%[15.4 µM]
Cc1ccc(-n2c(=O)c3ccc(C(=O)NCc4ccco4)cc3n(Cc3ccccc3Cl)c2=O)cc1,-5%
COc1ccc(S(=O)(=O)N2CCOCC2)cc1NC(=O)Cc1ccc(F)cc1,-1%
CC1(C(=O)NCc2ccco2)CCN1C(=O)C1(c2ccccc2)CC1 (stereo unspecified),-9%
CSc1ccc(NC(=O)C2(C)CCN2C(=O)C2(c3ccccc3)CC2)cc1 (stereo unspecified),2%
COC(=O)C1=C(c2ccc(OCc3ccccc3)cc2)C[C@@H]2CC[C@H]1N2C(=O)NCc1cccc(F)c1,3%
Cc1ccc(C)c(C(O)c2ncc(-c3cccc(F)c3)[nH]2)c1 (stereo unspecified),-5%
Oc1ccc(C=NNC(=S)Nc2ccccc2)nc1,?

# Reformatted: entries from further up
CCN(c1cc(C)cc(C)c1)S(=O)(=O)c1nnc(NC(=O)c2ccccc2C)s1
  TbPYK inhibitor: 6%
O=C(Nc1ccccc1[N+](=O)[O-])c1csnn1
  TbPYK inhibitor: -10%
Cc1ccc(-c2nnc(SCC(=O)NC(C)(C)C)nc2-c2ccc(C)cc2)cc1
  TbPYK inhibitor: -11%
CCC(C(=O)Nc1cc(C)ccc1OC)n1nnc(C(=O)OC)c1C(=O)OC (stereo unspecified)
  TbPYK inhibitor: 4%

# (cont.)
mol,TbPYK inhibitor
O=C(COc1ccccc1Cl)OCc1cc(=O)n2nc(-c3cccs3)sc2n1,5%
Cc1cccc(C)c1NC(=O)CN1C(=O)c2ccccc2Sc2ncccc21,2%
CCOc1ccc(C(=O)NCc2nc(-c3ccc(Cl)cc3)no2)cc1OCC,-14%
O=C(NCCc1ccccc1)c1ccc(-c2cccnc2)c2ccoc12,1%
CCC(=O)N(C)C[C@@H]1Oc2cc(Br)ccc2S(=O)(=O)N([C@@H](C)CO)C[C@@H]1C,-6%
Cc1cccc(CCn2c(=O)c3ccccc3n(Cc3cccc(F)c3)c2=O)c1,1%
Cc1ccc(C(=O)N2CCCCC2)cc1NC(=O)c1nsc2ccccc12,5%
CCc1nc(C)cn1S(=O)(=O)c1ccc(Cl)c(Cl)c1OC,0%
COc1ccc(-c2cc(C(F)(F)F)nc(SCC(=O)Nc3ccc(C(C)=O)cc3)n2)cc1,-5%
CCCNC(=O)c1ccc(Cn2c(SCC(=O)NC(C)C)nc3ccccc3c2=O)cc1,6%
O=C1CC(c2ccc(Cl)cc2)c2cc3c(cc2N1)OCCO3 (stereo unspecified),-1%
COc1ccc(CNCc2c(C(=O)O)c(C)n(Cc3ccccc3C)c2C)c(OC)c1,-3%
Cc1cc(C)n(-c2nnc(Nc3ccc(C(C)C)cc3)c3ccccc23)n1,-6%
O=C(NC1CCCC1)c1ccc(CSc2nc3ccncc3n2Cc2cccc(F)c2)cc1,4%
OC(c1cccc(Cl)c1)c1nc(-c2ccoc2)cs1 (stereo unspecified),-6%
CC1(C(=O)NS(=O)(=O)Cc2cccc(Cl)c2)CCN1C(=O)Cc1ccccc1 (stereo unspecified),5%
O=C(Cn1cnc2onc(-c3ccc(F)cc3)c2c1=O)Nc1ccc(F)c(Cl)c1,0%
COc1ccc(CSc2ccc(S(=O)(=O)N3CCCC3)cn2)cc1F,-17%
CC(C)(C)c1ccc(C(=O)N2CCC2(C)C(=O)NS(=O)(=O)c2ccc(C#N)cc2)cc1 (stereo unspecified),-1%
Cc1ccc(CNC(=O)c2ccc(Cn3c(=O)c4ccccc4n(CC(=O)Nc4ccc(C)cc4)c3=O)cc2)cc1,-6%
COc1ccc(NC(=O)CSc2nc(-c3ccccc3)c3ccccc3n2)cc1,-2%
CCOC(=O)c1ccc(NC(=O)c2nc(SC(C)C)ncc2Cl)cc1,-13%
COc1ccc(-n2c3c(c(=O)[nH]c2=O)C(NC(=O)c2ccccc2Cl)(C(F)(F)F)C(=O)N3)cc1 (stereo unspecified),0%
CCc1ccccc1NC(=O)Cn1nnc(C(=O)NCc2ccccc2Cl)c1N,3%
Nc1nc2cc3c(cc2cc1C(=O)NCc1ccc(F)cc1)OCO3,-2%
COC(=O)c1nnn(-c2cccc(C)c2)c1N,2%
CCOc1ccc(Cn2c(CNS(=O)(=O)c3cccs3)nc3cccnc32)cc1,-8%
O=S(=O)(c1ccc(Cl)cc1)c1nnn2c1nc(NCc1ccc3c(c1)OCO3)c1sccc12,-11%
Cc1c(C(=O)NCc2ccc(Cl)cc2)sc2nc3n(c(=O)c12)CCCCC3,?
Cc1ccc(Cl)cc1NC(=O)CCS(=O)(=O)c1ccc2c(c1)n(C)c(=O)c(=O)n2C,2%&-5%
COCCCNc1ncnc2c1c(-c1ccccc1)cn2-c1ccc(C)c(Cl)c1,1%
Cc1ccc(OCC(=O)Nc2ccc3[nH]c(=O)sc3c2)cc1,-4%
CCSc1ncc(Cl)c(C(=O)Nc2c(C(=O)c3ccc(C)c(F)c3)oc3ccccc23)n1,4%
COc1ccc(S(=O)(=O)Nc2ccc(-c3cn4ccsc4n3)cc2)cc1C,1%
C[C@@H]1CCCCO[C@H](CN(C)C(=O)Nc2ccc(F)cc2)[C@@H](C)CN([C@H](C)CO)C(=O)c2cc(NC(=O)c3ccccc3)ccc2O1,1%
COc1cc(OC)cc(C(=O)Nc2cccc(NC(=O)c3cccs3)c2)c1,-14%
CC(=O)Nc1cccc(-c2ccnc3c2CC(C(=O)NC(C)C)O3)c1 (stereo unspecified),3%
Cc1oc(-c2ccc(C(=O)Nc3ccccc3F)cc2)nc1COc1ccccc1,-2%[15.4 µM]
CCCCCn1c(-c2cccc(C)c2)nc2ccccc21,2%
OC(c1ccc(-c2ccccc2)cc1)c1ncc(-c2ccc(C(F)(F)F)cc2)[nH]1 (stereo unspecified),5%
CCOCc1cc(CN2CCN(c3ccccc3OC)CC2)c(O)c2ncccc12,-3%
CCOc1ccc(C2C(=O)N(C3CCCCC3)CC(=O)N2C2CCCC2)cc1OC (stereo unspecified),-7%
CC1=CP(=O)(Oc2ccc([N+](=O)[O-])cc2)CC1 (stereo unspecified),1%
Fc1ccc(-c2cn3cc(Cc4ccc(Cl)cc4)sc3n2)cc1,-2%
CCCCCCN1C[C@@H](O)[C@H](n2cc(C3CC3)nn2)C[C@@H]1c1ccc(C)cc1,3%
CNC(=O)c1c(NC(=O)/C=C/c2ccccc2Cl)sc2c1CCC2,2%
CCOc1ccccc1NC(=O)N1CC(CC)Oc2ccccc21 (stereo unspecified),0%
CSc1ccc(CCNC(=O)c2cc3c(-c4ccccc4F)nn(C)c3s2)cc1,-4%
O=C(Nc1cccc2ccccc12)c1[nH]c(-c2ccccc2)c2c1C(=O)N(C1CC1)C2=O,-7%
COc1ccc(NC(=O)C(=O)NCC(c2cccnc2)N2CCc3ccccc32)cc1OC (stereo unspecified),-11%

# The list continues.
mol,TbPYK inhibitor
CCOC(=O)c1ccccc1NC(=O)c1cnc(N2CCOCC2)c2ccccc12,4%
CCCCn1nnnc1C(c1ccccc1)N1CCN(C(C)=O)CC1 (stereo unspecified),2%
COc1ccc(CNC(=O)CCc2c(C)nn(-c3ccc(N4CCCC4)nn3)c2C)c(OC)c1,1%
O=C(Nc1cc(C(F)(F)F)ccc1N1CCCC1)C1CC(=O)N(Cc2ccccc2)C1 (stereo unspecified),4%
O=C(CSc1nncn2c1cc1sccc12)Nc1ccc(Br)cc1F,1%
CCOC1=C2[C@@H](CN(S(=O)(=O)c3ccc(C)cc3)[C@H]2c2ccccc2)[C@H]2C(=O)N(c3ccccc3)C(=O)[C@H]2C1,-9%
Cc1sc2c(c1C)c(=O)n(-c1ccccc1)c(=O)n2CC(=O)c1ccc(Cl)cc1,-2%
CCN(C)C1CN(Cc2cn(Cc3cc(C)cc(C)c3)nn2)S(=O)(=O)C1 (stereo unspecified),2%
COC(=O)c1ccc(-c2nc(CN3CCN(C(=O)c4ccco4)CC3)c(C)o2)cc1,-3%
CCOC(=O)[C@]12CCCC=C1N(Cc1ccc3c(c1)OCO3)C(=O)[C@H](CC(=O)NCCCOC)C2,2%
COc1ccc(NC(=O)c2cc(C3CCCCN3C(=O)c3ccc(C#N)cc3)on2)c(C)c1 (stereo unspecified),-3%

# Screens from PubChem.
